aSyn tox rescue = rescues yeast growth from alpha-synuclein toxicity. Potency, µM (doses to about 46.1 µM), without a hit: at the top dose growth rescue (activation), most hits filed as activators. S. cerevisiae alpha-synuclein toxicity rescue, BacTiter-Glo growth, 24 h. actives 0.02% (n = 94,000); active means well fitted activation curve with a large enough effect; inconclusive means small, poorly fitted or top-dose-only effect; further: 0% is about no effect
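Growth restoration measured by BacTiter-Glo luminescence after 24 hr at 30 deg C; alpha-synuclein yeast, raffinose-pregrown to mid-log, were added at OD600=0.02 in galactose medium onto pinned compounds.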
* hit, by the source's call; & = joins results of further samples; [ ] = another dose, or the depositor's remark. Potency means the concentration at half of the fitted maximal effect.

`COc1ccc(NC(=O)N(C)C[C@H]2OCCCC[C@H](C)Oc3ccc(NC(=O)Nc4ccc5c(c4)OCO5)cc3C(=O)N([C@@H](C)CO)C[C@@H]2C)cc1` gave aSyn tox rescue 3%.
Screening Cc1c(C(=O)Nc2cccc(F)c2)sc2nc(-c3cc4ccccc4oc3=O)[nH]c(=O)c12 returned aSyn tox rescue -50%[inhibitor].
Cc1ccc(-c2nnc(SCC(=O)NCC3CCCO3)nc2-c2ccc(C)cc2)cc1 (stereo not given) was read as aSyn tox rescue -1%.
CC(=O)Nc1ccc(SCC(=O)NNC(=O)CN(C)S(=O)(=O)c2ccc(C)cc2)cc1 was read as aSyn tox rescue 6%.
`CC(C)CCn1c(=O)c2sccc2n2c(CCCC(=O)Nc3ccc(F)c(Cl)c3)nnc12` gave aSyn tox rescue -5%.
Cc1ccc(S(=O)(=O)N2C[C@H]3n4c(=O)ccc(=O)n4C[C@H](OC(=O)NCC4CCCCC4)[C@@]3(O)C2)cc1 was read as aSyn tox rescue 3%.
Screening CCOc1ccc(N(C)S(=O)(=O)c2ccc3c(c2)CCCN3C(C)=O)cc1 returned aSyn tox rescue 1%.
`O=C(NNS(=O)(=O)c1ccc(F)cc1)C1CCCCC1` gave aSyn tox rescue 1%.
Screening Cc1ccc(NC(=O)c2ccc(C)c(NC3=NC4CS(=O)(=O)CC4S3)c2)cc1C (stereo not given) returned aSyn tox rescue -4%.
O=C(CSc1nc(Nc2ccc(F)cc2)c2ccccc2n1)c1ccc(F)cc1 was read as aSyn tox rescue inconclusive.
For Cc1[nH]c2ccccc2c1/C=N/NC(=O)c1cccc([N+](=O)[O-])c1 the results were aSyn tox rescue -6%.
Screening Nc1ccc(S(=O)(=O)NCC(=O)OCCOc2ccccc2)cc1[N+](=O)[O-] returned aSyn tox rescue -5%.
`COc1cccc(/C=C/C(=O)OCC(=O)NC2CCCC2)c1` gave aSyn tox rescue -5%.
Screening COc1ccc(CNC(=O)O[C@H]2Cn3c(=O)ccc(=O)n3[C@@H]3CN(S(=O)(=O)c4ccc(C)cc4)C[C@]23O)cc1OC returned aSyn tox rescue -1%.
`Cc1cn2c(=O)cc(COC(=O)c3ccc(NC(=O)COc4ccc(C)c(C)c4)cc3)nc2s1` gave aSyn tox rescue 8%.
Screening O=C(Cn1c(=O)oc2ccccc21)NCc1ccc(Cl)cc1 returned aSyn tox rescue 3%.
`Cc1cc2c(n1-c1ccc(C(=O)NCc3ccc(OC(C)C)cc3)cc1)CCCC2` gave aSyn tox rescue 1%.
`Cc1nn2c(C)c(C(=O)Nc3ccccc3)cnc2c1-c1ccccc1` gave aSyn tox rescue 3%.
CCOCCCNC(=O)CCC(=O)NNc1nc2ccccc2c2nc(C)nn12 was read as aSyn tox rescue -11%.
`COc1ccccc1CN(C)C(=O)c1cc(-c2cc(OC)c(OC)c(OC)c2)nc2ccccc12` gave aSyn tox rescue 2%.
For O=c1c2cc3c(cc2nc2sc(Nc4cccc([N+](=O)[O-])c4)nn12)OCO3 the results were aSyn tox rescue -7%.
Screening O=C(Nc1ccc2c(c1)CCCN2C(=O)c1cccs1)c1ccc(F)c(F)c1 returned aSyn tox rescue 2%.
Screening COc1ccc(-n2nnnc2SCC(=O)NCCc2ccccc2)cc1 returned aSyn tox rescue 3%.
Screening COc1ccccc1CNC(=O)CCCCn1c(=O)c2ccccc2n(CC(=O)Nc2c(C)cc(C)cc2C)c1=O returned aSyn tox rescue -14%.
COc1ccc(C(=O)Nc2ccc3nc4n(c(=O)c3c2)CCCCC4)cc1OC was read as aSyn tox rescue 2%&0%.
Cc1ccc(NC(=O)Cc2ccc(-n3c(C)nc4cccnc43)cc2)cc1C was read as aSyn tox rescue 4%.
Screening O=C(Nc1cc(F)ccc1F)N1CCC(CN2CCCC2)CC1 returned aSyn tox rescue -1%.
Cc1ccc(NC(c2cccc(Cl)c2)c2nnc(-c3ccccc3)o2)cc1F (stereo not given) was read as aSyn tox rescue 12%.
`COC(=O)c1c(NC(C)=O)sc(C(=O)Nc2ccccc2OC)c1C` gave aSyn tox rescue 0%.
`Cc1cc(C)c(NC(=O)C2CCN(c3nc4ccccc4[nH]3)CC2)c(C)c1` gave aSyn tox rescue 4%.
`CCn1c(C(=O)NCc2ccccc2C)cc2oc3ccccc3c21` gave aSyn tox rescue 15%.
Screening CC(C)c1ccc(N=C2NN=C(c3cccs3)CS2)cc1 returned aSyn tox rescue 5%.
For COc1cccc(CNC(=O)CCC2CCCN(C3CCOCC3)C2)c1 (stereo not given) the results were aSyn tox rescue 3%.
`Cc1ccc(CNC(=O)C(=O)NCC(c2cccs2)S(=O)(=O)c2ccc(C)cc2)cc1` (stereo not given) gave aSyn tox rescue 2%.
CCOc1ccc(S(=O)(=O)N2CCN(c3cccc(C(F)(F)F)c3)CC2)cc1OCC was read as aSyn tox rescue -1%.
For Cc1ccc(C(=O)N/C(=C/c2ccco2)C(=O)N2CCCCCC2)cc1 the results were aSyn tox rescue 0%.

Of the compounds above, 8 contain fluorine.
Screening Cc1c(C(=O)Nc2cccc(F)c2)sc2nc(-c3cc4ccccc4oc3=O)[nH]c(=O)c12 returned aSyn tox rescue -50%[inhibitor].
`CC(C)CCn1c(=O)c2sccc2n2c(CCCC(=O)Nc3ccc(F)c(Cl)c3)nnc12` gave aSyn tox rescue -5%.
`O=C(NNS(=O)(=O)c1ccc(F)cc1)C1CCCCC1` gave aSyn tox rescue 1%.
O=C(CSc1nc(Nc2ccc(F)cc2)c2ccccc2n1)c1ccc(F)cc1 was read as aSyn tox rescue inconclusive.
Screening O=C(Nc1ccc2c(c1)CCCN2C(=O)c1cccs1)c1ccc(F)c(F)c1 returned aSyn tox rescue 2%.
Screening O=C(Nc1cc(F)ccc1F)N1CCC(CN2CCCC2)CC1 returned aSyn tox rescue -1%.
Cc1ccc(NC(c2cccc(Cl)c2)c2nnc(-c3ccccc3)o2)cc1F (stereo not given) was read as aSyn tox rescue 12%.
CCOc1ccc(S(=O)(=O)N2CCN(c3cccc(C(F)(F)F)c3)CC2)cc1OCC was read as aSyn tox rescue -1%.

(listing goes on)
O=c1c2ccccc2n2c(-c3ccccc3O)nnc2n1Cc1ccc(F)cc1 was read as aSyn tox rescue -8%.
`CC(NC(=O)COC(=O)CNC(=O)c1ccc(-c2ccccc2)cc1)c1ccccc1` (stereo not given) gave aSyn tox rescue 7%.
Screening CC1(C)C2CCC1(CS(=O)(=O)NC(CC(=O)O)c1cccc(Br)c1)C(=O)C2 (stereo not given) returned aSyn tox rescue -1%.
For O=C(Cn1cc(C(=O)c2ccco2)c2ccccc21)Nc1ccccc1F the results were aSyn tox rescue -11%.
`COc1ccc(Cn2cc(C(=O)c3ccc(C)cc3)c(=O)c3cc(OC)c(OC)cc32)cc1` gave aSyn tox rescue 8%.
CN(C)c1ccc(/C=C/CNC[C@H]2O[C@@H](n3ccc(N)nc3=O)[C@H](O)[C@@H]2O)cc1 was read as aSyn tox rescue -4%.
For COc1ccc(NC(=O)CN(C)S(=O)(=O)c2ccc3nc(C)sc3c2)cc1Cl the results were aSyn tox rescue -5%.
`CCN1CCc2c(sc(-n3cccc3)c2C(C)NC(=O)Nc2ccc(C(=O)OC)cc2)C1` (stereo not given) gave aSyn tox rescue -11%.
`CCCN(CCC)C(=O)CSc1nnc2cc(C)c3cc(C)cc(C)c3n12` gave aSyn tox rescue -4%.
Screening Cn1cc(C=O)c2cc(S(=O)(=O)N3CCOCC3)ccc21 returned aSyn tox rescue 4%.
`Nc1ncc(S(=O)(=O)N2CCN(c3ccccc3)CC2)cn1` gave aSyn tox rescue 2%.
For O=C(Cn1ccc(C(F)(F)F)n1)N=Nc1c(O)[nH]c2ccccc12 the results were aSyn tox rescue 4%.

In the list so far, 3 have a nitro group on carbon:
For Cc1[nH]c2ccccc2c1/C=N/NC(=O)c1cccc([N+](=O)[O-])c1 the results were aSyn tox rescue -6%.
Screening Nc1ccc(S(=O)(=O)NCC(=O)OCCOc2ccccc2)cc1[N+](=O)[O-] returned aSyn tox rescue -5%.
For O=c1c2cc3c(cc2nc2sc(Nc4cccc([N+](=O)[O-])c4)nn12)OCO3 the results were aSyn tox rescue -7%.

(further entries)
`CCc1ccc(N2CC(C(=O)Nc3nc4ccc(S(C)(=O)=O)cc4s3)CC2=O)cc1` (stereo not given) gave aSyn tox rescue 7%.
`CCOc1ccc(NC(=O)c2ccc(F)c(S(=O)(=O)N(Cc3ccc(C(=O)OC)cc3)Cc3ccc(OC)c(OC)c3)c2)cc1` gave aSyn tox rescue 10%.
O=c1c2oc3ccccc3c2n(Cc2cccc(F)c2)c(=O)n1Cc1ccc2c(c1)OCO2 was read as aSyn tox rescue 0%.
For COc1ccc(C(CC(=O)O)NC(=O)c2cc3ccccc3oc2=O)cc1OC (stereo not given) the results were aSyn tox rescue 1%.
`Cc1cccc(N2CCN(S(=O)(=O)c3cc(C(=O)Nc4ccccc4Cl)ccc3F)CC2)c1C` gave aSyn tox rescue 1%.
For COc1ccc(C(=O)N2CC(=O)Nc3ccc(C)cc3C2c2ccc(F)cc2)c(OC)c1 (stereo not given) the results were aSyn tox rescue -50%[inhibitor].
For CCOC(=O)c1ccc(NC(=O)CC2C(=O)N(c3cccc(OC)c3)C(=O)N2Cc2cccnc2)cc1 (stereo not given) the results were aSyn tox rescue 1%.
Screening Cc1c(C(=O)Nc2ccccc2Br)oc2ccc(S(=O)(=O)N3CCCCCC3)cc12 returned aSyn tox rescue -9%.
COc1cccc(CNC(=O)Cn2c(SCC(=O)Nc3ccc(C)c(C)c3)nc3ccccc32)c1 was read as aSyn tox rescue 7%.
Screening CCc1ccc2oc(-c3cccc(NC(=O)c4ccc(-c5cccc([N+](=O)[O-])c5)o4)c3)nc2c1 returned aSyn tox rescue 6%.
Cc1ccc(N2C(=O)N(Cc3cccc(Cl)c3)c3ccccc3S2(=O)=O)cc1 was read as aSyn tox rescue 1%.
`O=C(O)CSc1ncccn1` gave aSyn tox rescue 0%.
For CCOc1cc(/C=N\NC(=O)CC(=O)NCCc2ccccc2)ccc1O the results were aSyn tox rescue 2%.
Screening Cc1ccc(-n2c3nc(=O)[nH]c(=O)c-3cc3c(C)nn(-c4ccccc4)c32)cc1Cl returned aSyn tox rescue 0%.
For Cc1cc(C)c(Cn2c(=O)[nH][nH]c2=O)cc1Cn1c(=O)[nH][nH]c1=O the results were aSyn tox rescue -4%.
COc1ccc(S(=O)(=O)N2CCN(C(=O)c3ccccn3)CC2)cc1 was read as aSyn tox rescue 6%.
COc1ccc(CCNC(=O)c2ccc3c(c2)CCN3S(=O)(=O)c2ccc(C)cc2)cc1 was read as aSyn tox rescue 0%.
`Cc1ccc(S(=O)(=O)N2CCOCC2)cc1NC(=O)COC(=O)C1CCC1` gave aSyn tox rescue 4%.
Screening COc1ccc(OC)c(CCNC(=O)c2ccc3c(c2)N(Cc2ccccc2)CCS3)c1 returned aSyn tox rescue 2%.
For O=c1oc2ccc(Br)cc2cc1-c1csc(-c2ccc(Cl)cc2)n1 the results were aSyn tox rescue -3%.
`CCNC(=O)COC(=O)c1cccc(Br)c1` gave aSyn tox rescue -20%.
Screening Cn1cccc1/C=C1\SC(=S)N(NC(=O)c2ccccc2)C1=O returned aSyn tox rescue 4%.
Screening COc1cc(S(=O)(=O)Nc2ccc(C)cc2)ccc1N=Cc1c(C)c(C#N)c(=O)n(C)c1O returned aSyn tox rescue 4%.
`Cc1oc(-c2ccccc2)nc1Cn1c(=O)cc(-c2ccccc2)c2c(C)nn(C)c21` gave aSyn tox rescue -9%.
For COCc1nc2cccnc2n1C1CCN(S(=O)(=O)N(C)C)CC1 the results were aSyn tox rescue 7%.
For Cc1cc(C)cc(N2CC(O)=C(c3nc4ccccc4c(=O)[nH]3)C2=N)c1 the results were aSyn tox rescue 2%.
Cc1ccc(C)c(NC(=S)N(C2CCCCC2)C(C)c2cccnc2)c1 (stereo not given) was read as aSyn tox rescue 16%.
For CCN(CC)c1nc2c(S(=O)(=O)c3cccc(Cl)c3)nnn2c2ccsc12 the results were aSyn tox rescue -2%.
For C=CCc1ccc(OCc2ccc(C(=O)O)o2)c(OC)c1 the results were aSyn tox rescue 7%.
COC(=O)c1ccccc1NC(=O)NCCc1c(C)nn(C)c1C was read as aSyn tox rescue 4%.
Cc1cccc(CNC(=O)C2CCN(S(=O)(=O)c3cccc4nonc34)CC2)c1 was read as aSyn tox rescue 0%.
`COc1cccc(CCNC(=O)c2ccc(Cn3c(SCc4ccccc4)nc4cccnc43)cc2)c1` gave aSyn tox rescue -4%.
Screening NS(=O)(=O)c1ccc(CCNC(=O)COC(=O)CCSc2ccc(Cl)cc2)cc1 returned aSyn tox rescue 3%.
`O=C(CSc1nnc(-c2ccc(O)cc2)o1)NNC(=O)c1ccncc1` gave aSyn tox rescue -4%.
Screening CCOC(=O)c1c(C)[nH]c(C)c1C(=O)CSc1nc2ccccc2c(=O)n1-c1ccc(F)cc1 returned aSyn tox rescue -2%.
Screening Cn1nnnc1SCCCNCc1ccc(-c2ccc(F)c(Cl)c2)o1 returned aSyn tox rescue 2%.

Compounds above that contain a CF3 group, in the order listed:
CCOc1ccc(S(=O)(=O)N2CCN(c3cccc(C(F)(F)F)c3)CC2)cc1OCC was read as aSyn tox rescue -1%.
For O=C(Cn1ccc(C(F)(F)F)n1)N=Nc1c(O)[nH]c2ccccc12 the results were aSyn tox rescue 4%.

Continued:
For COC(=O)c1nnn(CC(=O)Nc2ccc(Br)c(C)c2)c1N the results were aSyn tox rescue -1%.
`CCN(CC)S(=O)(=O)c1ccc2[nH]c(=O)cc(C(=O)Nc3ccc(C)c(S(=O)(=O)N(CC)CC)c3)c2c1` gave aSyn tox rescue -3%.
COc1ccc(N(CC(=O)Nc2nc3ccc(C)cc3s2)S(=O)(=O)c2c(C)nn(C)c2C)cc1 was read as aSyn tox rescue 2%.
For COc1ccc([N+](=O)[O-])cc1N/C(=N/S(=O)(=O)c1ccccc1)c1ccccc1 the results were aSyn tox rescue -8%.
For COc1ccccc1NC(=O)Nc1nc(CC(=O)Nc2cc(F)ccc2F)cs1 the results were aSyn tox rescue -7%.

The list is partial; rates above refer to the full screens.
